T cell HTS – modulators of CD8 T cell-vesicle binding, primary screen, mouse 2C CD8+ T cells, flow cytometry; actives 0.068% (n = 330,000); AID 2052, 2009; 2C CD8+ T cell-vesicle binding; hits give low values; calls only at 7 µM;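 active = response, share of CD8 T cells binding vesicles, and their 90th percentile fluorescence all below set limits, cut at about 80% in these data, passing the limit was not always enough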
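Assay system – 2C mouse CD8+ T cells · Also added – QL9-loaded Drosophila micro-vesicles · Timing – Cell–vesicle co-incubation 1.5 h at 37 °C, staining 20 min on ice · Signal – flow cytometry of vesicle-bound cells · Measure – percent CD8+ FL2 mean versus row control · Controls – Peptide-free naked vesicles (low) and QL9 vesicles with 0.7% DMSO vehicle (high)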
T cell HTS vesicle-bound % – also measured in T cell HTS; calls as there; double positive events, %; measured here: CD8+ vesicle-bound cell fraction;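 binding gate set so that unloaded-vesicle control wells show 10% double positive cells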
* hit, by the source's call; i = inactive. Not all compounds are listed; rates above refer to the full screens.

T cell HTS	T cell HTS vesicle-bound %	SMILES
i	52.2	CCN(CC(=O)Nc1ccc2c(c1)OCCO2)C(=O)/C=C/c1ccc([N+](=O)[O-])cc1
i	42.1	CCCCCCCNC(=O)C1(CC2CC(c3cccc(Br)c3)=NO2)CCN(C(=O)CCCCCBr)CC1 (stereo unspecified)
i	50.3	O=C(O)c1cccc(N/N=C(\N=Nc2ccccc2)c2ccccc2)c1
i	43.6	CC(C)Cn1c(N)c(C(=O)CSc2nncs2)c(=O)n(C)c1=O
i	24.8	CCN1CCN(c2ccc(S(=O)(=O)N3CCCCC3)cc2NC(=O)c2sccc2C)CC1
i	44.4	CCCCOc1ccc(/C=C(\C#N)C(=O)NC2CC2)cc1
i	36.9	COc1ccc(CCNC(=O)CSc2ncc(C(=O)Nc3ccccc3)c(=O)n2C)cc1
i	45.4	Cc1cc(C)cc(NC(=O)CSc2nc3nc(C)cc(C)c3c(=O)[nH]2)c1
i	52.3	O=C(COC(=O)c1cc(=O)[nH]c2ccccc12)NCc1ccccc1Cl
i	13.8	O=C(Nc1ccccc1)NC1CCCCCCC1
i	20.3	CCCNC(=O)C(Cc1ccccc1)NC(=O)c1cccc([N+](=O)[O-])c1 (stereo unspecified)
i	52.9	Cc1cccn2c(=O)c(C(=O)NC3CC(C)CC(C)(C)C3)c(O)nc12 (stereo unspecified)
i	2.3	O=C(/C=C/c1ccccc1)OCC(=O)c1ccc[nH]1
i	39.6	CCN(CC(=O)Nc1c(F)cccc1F)C(=O)CNC(=O)c1ccco1
i	46.8	COc1cc(C(=O)NCC(=O)Nc2c(C)cccc2C)ccc1OCC(=O)N1CCOCC1
i	28.4	C[C@]1(OC(=O)/C=C/c2ccccc2)C[C@@H](O)[C@]2(O)C=CO[C@@H](O[C@@H]3O[C@H](CO)[C@@H](O)[C@H](O)[C@H]3O)[C@@H]21
i	56.5	O=C(Nc1cccc(S(=O)(=O)N2CCOCC2)c1)c1cc(=O)[nH]c2ccccc12
i	15.5	O=C(NCc1ccc(F)cc1)C1(S(=O)(=O)c2ccc(Cl)cc2)CC1
i	52.4	O=C1CC2(CCN(C(=O)c3ccccc3F)CC2)Oc2ccccc21
i	45.5	O=C(c1cc(Cl)ccc1O)N1CCN(S(=O)(=O)Cc2ccccc2)CC1
i	18.4	O=C1OC(=O)c2cc([N+](=O)[O-])ccc21
i	10.2	O=S(=O)(c1cccc(Cl)c1)N1CCN(S(=O)(=O)c2ccc3c(c2)OCCO3)CC1
i	7.0	COc1ccc(NC(=O)N(C)C[C@H]2Oc3c(NC(=O)c4ccncc4)cccc3C(=O)N([C@H](C)CO)C[C@@H]2C)cc1
i	29.4	CC(C)(C)c1ccc(NC(=O)CN2C(=O)NC(C)(C3CC3)C2=O)cc1 (stereo unspecified)
i	14.9	COc1ccc(NS(=O)(=O)c2ccc(Cl)c(NC(=O)c3ccccc3F)c2)cc1
i	55.3	CCN(CC(=O)NC1CCS(=O)(=O)C1)S(=O)(=O)c1cc(C)ccc1C (stereo unspecified)
i	49.6	O=C1CC2(CCN(C(=O)c3cccc([N+](=O)[O-])c3)CC2)Oc2ccccc21
i	20.1	COc1ccc(-c2cn(CCO)c(-c3ccncc3)n2)cc1
i	31.6	CN(C(=O)Cn1nc(C(=O)O)c2ccccc2c1=O)C1(C#N)CCCCC1
i	51.0	CC(NC(=O)/C(C#N)=C/c1ccc(OCC(=O)O)cc1)c1ccccc1 (stereo unspecified)
i	52.1	Cc1cccc(C(=O)N2CCCC(c3nc(-c4ccc(F)cc4)no3)C2)c1 (stereo unspecified)
i	15.9	CCOC(=O)CCCCCC(=O)Nc1ccc2c(c1)C(=O)N([C@H](C)CO)C[C@@H](C)[C@H](CN(C)Cc1ccc3c(c1)OCO3)O2
i	25.7	O=C(CCCOc1ccccc1)Nc1cccc(S(=O)(=O)N2CCCCC2)c1
i	53.0	Cc1nn(-c2ccccc2)c(C)c1NC(=O)COC(=O)Cc1cccc(C(F)(F)F)c1
i	35.3	COc1cc(C(=O)Nc2cccc(S(=O)(=O)N3CCCC3)c2)c([N+](=O)[O-])cc1OC
i	39.1	O=C(CSc1n[nH]c(-c2ccc(Br)cc2)n1)N1CCOCC1
i	64.4	COc1cc(C(=O)OCC(=O)NC(N)=O)cc(CN2C(=O)c3ccccc3C2=O)c1OC
i	37.8	CCc1nnc(SCC(=O)Nc2ccc3ccccc3c2)n1N
i	34.6	Oc1cc(O)cc(-c2cc3ccc(O)cc3o2)c1
i	44.3	COc1ccc(CCNC(=O)COC(=O)C2CC2)cc1OC
i	13.0	CC1=C(C(=O)OCCBr)C(c2cccc3ccccc23)NC(=O)N1 (stereo unspecified)
i	45.9	Cc1cc(Br)c(NC(=O)COC(=O)C2CCCCC2)c(Br)c1
i	23.0	Cc1nn(Cc2ccccc2)c(C)c1C(=O)NCCCN1CCCC1=O
i	41.2	Cc1cccc(C)c1NC(=O)CNC(=O)C1CC(=O)N(Cc2ccccc2)C1 (stereo unspecified)
i	28.1	CCN1C(=O)[C@H]2[C@@H](c3ccc(-c4ccc(Cl)c(Cl)c4)cc3)N[C@@](CC(C)C)(C(=O)OC)[C@H]2C1=O

Compound profiles, as listed above.
Cc1cccn2c(=O)c(C(=O)NC3CC(C)CC(C)(C)C3)c(O)nc12 (stereo unspecified) is listed with T cell HTS = i; T cell HTS vesicle-bound % = 52.9
Cc1nn(Cc2ccccc2)c(C)c1C(=O)NCCCN1CCCC1=O is listed with T cell HTS = i; T cell HTS vesicle-bound % = 23.0

(more compounds)
T cell HTS	T cell HTS vesicle-bound %	SMILES
i	21.9	Cn1cccc1C(=O)NC1CCCCC1
i	8.5	COC(=O)CCC(=O)OC
i	27.5	CCC1CCCCN1C(=O)CSc1nnc2nc(C)cc(C)n12 (stereo unspecified)
i	12.1	Cc1ccc(S(=O)(=O)N2[C@@H](c3ccc(Cl)cc3)C(C(=O)O)=CC[C@H]2c2cccc(Cl)c2)cc1
i	26.0	COc1cc(/C=C/C(=O)O)cc(S(=O)(=O)NNC(=O)c2ccc3c(c2)OCO3)c1OC
i	36.3	CC12CCC(=O)N1C(C(=O)N1CCN(c3ccc([N+](=O)[O-])cc3)CC1)CS2 (stereo unspecified)
i	22.4	COc1ccccc1N1CCN(Cc2cc(=O)c(OCC(=O)Nc3ccccc3)co2)CC1
i	39.4	COc1ccc(NC(=O)c2cc(-c3ccccc3)nc3c2cnn3C(C)C)c(OC)c1
i	38.9	Nc1c(C(=O)OCC(=O)Nc2ccccc2Br)[nH]c(=O)[nH]c1=O
i	41.9	COc1ccc(C)cc1NC(=O)CSc1nnc2ccc(-c3ccncc3)nn12
i	45.3	CSCCC(NC(=O)COc1ccccc1)C(=O)N1CC(C)OC(C)C1 (stereo unspecified)
i	38.1	Cc1coc2cc3oc(=O)c(CCC(=O)N4CCC(C(=O)O)(c5ccccc5)CC4)c(C)c3cc12
i	54.0	CCOc1ccc(C(=O)CCC(=O)N(CC)CC(=O)Nc2c(F)cccc2F)cc1
i	43.5	CSCCC(NC(=O)c1ccccc1Cl)C(=O)N1CCC1 (stereo unspecified)
i	52.2	COc1cccc(CNC(=O)COC(=O)c2c(NC(C)=O)sc(C)c2C)c1
i	24.0	O=C1N[C@@H](Cc2ccccc2)C(=O)N2[C@@H]3N(S(=O)(=O)c4ccc(F)cc4)c4ccccc4[C@]3(Br)C[C@@H]12
i	7.7	COCCNc1nnc(SCC(=O)Nc2cc(C)on2)s1
i	39.8	CCN(CC(=O)Nc1ccccc1OC)C(=O)C1CCCC1
i	47.1	COc1ccc(Cl)cc1NC(=O)CN(C)C(=O)c1ccc(-n2nc(C)cc2C)cc1
i	21.1	Cc1ccc(NC(=O)CN(C)C(=O)COC(=O)[C@@H](NC(=O)c2ccccc2F)C(C)C)cc1
i	40.5	CS(=O)(=O)c1ccc(C(=O)OCC(=O)Nc2cccc(S(=O)(=O)N3CCCC3)c2)cc1
i	54.3	Cc1ccc(C(C)C)c(OCC(=O)OCC(=O)NC2CCS(=O)(=O)C2)c1 (stereo unspecified)
i	20.3	NC(=O)c1ccc(NC(=O)Cc2ccc(S(=O)(=O)N3CCCCC3)cc2)cc1
i	18.5	CCN(C(=O)COC(=O)C1CCN(S(=O)(=O)c2ccc(C)c(C)c2)CC1)C1CCCCC1
i	27.2	CCn1c(SCC(=O)Nc2sccc2C(N)=O)nnc1C1CC1
i	5.9	CCOc1ccc(NS(=O)(=O)c2ccc(C(=O)NC3CCC(O)CC3)cc2)cc1 (stereo unspecified)
i	21.7	CC(=O)c1ccc(S(=O)(=O)NCCC(=O)OC(C)C(=O)Nc2ccc(F)cc2)cc1 (stereo unspecified)
i	14.1	O=C(NCC(c1ccco1)N1CCCC1)c1cc2ccccc2s1 (stereo unspecified)
i	53.9	CCOc1ccc(S(=O)(=O)N2CCCCC2)cc1NC(=O)CC1OC(=O)c2ccccc21 (stereo unspecified)
i	8.3	O=C(O)c1cc(-c2ccccc2Cl)n(-c2ccc(F)cc2)n1
i	55.3	Cc1cc(Br)ccc1NC(=O)CNC(=O)CNc1cccc([N+](=O)[O-])c1
i	55.2	Cc1cccc(NC(=O)COC(=O)c2ccc3nc(C)c(C)nc3c2)c1
i	54.2	O=C(Nc1ncccc1O)c1cccc(S(=O)(=O)N2CCCC2)c1
i	42.1	CSc1ccc(CN(C)C(=O)c2cccc(S(=O)(=O)N3CCN(Cc4ccccc4)CC3)c2)cc1
i	26.0	COc1ccc(NC(=O)CN(C)CC(=O)NC(=O)NC2CCCCC2)cc1
i	33.3	C[C@H](NS(=O)(=O)c1ccc2c(c1)OCCCO2)C(=O)N1CCN(Cc2ccc(C#N)cc2)CC1
i	18.9	CCN(C(=O)COC(=O)c1ccc(Cl)c(S(=O)(=O)N2CCCCC2)c1)C1CCS(=O)(=O)C1 (stereo unspecified)
i	34.6	COc1ccc(Cl)cc1C(=O)NNC(=O)c1ccc(F)c(S(=O)(=O)N2CCOCC2)c1
i	36.4	Cc1ccc(NC(=O)COc2ccccc2)cc1S(=O)(=O)N1CCCCCC1
i	58.5	COc1ccccc1NC(=S)NCc1ccc(F)cc1
i	29.8	NC(=O)c1ccc(NC(=O)COC(=O)c2cc3c(s2)CCC3)cc1
i	40.7	O=C(NNC(=O)C1CC=CCC1)c1cccc(Br)c1 (stereo unspecified)
i	28.4	COc1ccc(C(=O)NCCCCc2ccccc2)cc1
i	53.3	c1ccc(COc2cccc(CN3CCCCC3)c2)cc1
i	12.7	COc1ccc(NC(=O)[C@@H]2CC=C[C@@H]3CCN(Cc4ccccc4)C(=O)[C@@H]32)cc1
i	41.2	O=C(COC(=O)c1ccc([N+](=O)[O-])cc1Cl)NC(=O)c1ccccc1
i	18.4	Cc1ccc(C)c(NC(=O)CSc2nc(=O)n(CCN3CCOCC3)c3c2CCCC3)c1
i	39.3	Cc1ccc(/C=C/C(=O)OCC(=O)NCc2ccc(Cl)cc2)o1
i	5.1	COc1ccc(C(=O)O)cc1S(=O)(=O)Nc1ccc(Oc2ccccc2)cc1
i	48.5	COC/C=C/C1=CC2=CC(=O)C(C)(O)C(=O)C2=CO1 (stereo unspecified)
i	24.9	COc1ccc(COC(=O)c2ccc(Br)c(S(=O)(=O)N3CCOCC3)c2)cc1F
i	28.9	CCNc1nc(NCC)n2c(SCC(=O)Nc3ccc(NC(C)=O)cc3)nnc2n1
i	21.6	Nc1c(C(=O)CSc2nnc(COc3ccc(Cl)cc3)o2)c(=O)[nH]c(=O)n1C1CC1
i	22.5	CCCCCCSc1ccc([C@H]2N[C@@](Cc3ccccc3)(C(=O)OC)[C@H]3C(=O)N(C)C(=O)[C@@H]23)cc1OC
i	17.1	O=C(CN(Cc1ccco1)C(=O)c1ccc(F)cc1F)Nc1ccccc1C(F)(F)F
i	44.0	COc1ccc(NC(=O)CN(C)C(=O)C2CC(=O)N(Cc3ccc(C)cc3)C2)cc1 (stereo unspecified)
i	42.8	CCOC(=O)CN(C(=O)CSc1nnnn1C)c1ccccc1
i	37.8	CN(C)S(=O)(=O)c1cccc(NC(=O)c2ccc(S(=O)(=O)N3CCCC3)cc2)c1
i	15.4	CC(=O)c1ccc(NC(=O)CCc2nc3sc4c(c3c(=O)[nH]2)CCCC4)cc1
i	25.6	O=C(CSC1=NS(=O)(=O)c2cc(Cl)ccc2N1)Nc1cccc(F)c1
i	29.0	COc1ccc(C2(c3ccc(OC)cc3)NC(=O)N(CC(=O)NCC(C)c3ccccc3)C2=O)cc1 (stereo unspecified)
i	43.1	CCc1ccc(NC(=O)CSc2nc(=O)n3cc(C)ccc3n2)cc1

Quoted at random: two records from the list
T cell HTS	T cell HTS vesicle-bound %	SMILES
i	39.3	Cc1ccc(/C=C/C(=O)OCC(=O)NCc2ccc(Cl)cc2)o1
i	43.1	CCc1ccc(NC(=O)CSc2nc(=O)n3cc(C)ccc3n2)cc1

Part of the list above in order of length of the SMILES, ascending:
T cell HTS	T cell HTS vesicle-bound %	SMILES
i	42.8	CCOC(=O)CN(C(=O)CSc1nnnn1C)c1ccccc1
i	48.5	COC/C=C/C1=CC2=CC(=O)C(C)(O)C(=O)C2=CO1 (stereo unspecified)
i	39.3	Cc1ccc(/C=C/C(=O)OCC(=O)NCc2ccc(Cl)cc2)o1
i	28.9	CCNc1nc(NCC)n2c(SCC(=O)Nc3ccc(NC(C)=O)cc3)nnc2n1
i	17.1	O=C(CN(Cc1ccco1)C(=O)c1ccc(F)cc1F)Nc1ccccc1C(F)(F)F
i	29.0	COc1ccc(C2(c3ccc(OC)cc3)NC(=O)N(CC(=O)NCC(C)c3ccccc3)C2=O)cc1 (stereo unspecified)

Compound activity (PubChem BioAssay)
